From PubChem
ABCB6 inh MLPCN – human ABCB6 transporter inhibition; Q9NP58; K562-ABCB6 porphyrin accumulation, flow cytometry, 1 h; hits give low values; fluorescence ratio to DMSO, % at 10 µM; 360,000 compounds, 0.19% hits;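 active means fluorescence ratio to DMSO below 75%, the collection mean minus 3 SD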;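 further: signal is porphyrin accumulated inside mitochondria; 100% equals median channel fluorescence of DMSO control wells; lower ratio means ABCB6 inhibition with less porphyrin fluorescence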
MC4R antagonist – human MC4R antagonism in cAMP assay; MC4R-expressing cells, MTII-stimulated cAMP, LANCE TR-FRET; 360,000 compounds, 0.48% hits; P32245; inhibition, % at 6.5 µM; AID 540295;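 active means inhibition above its plate's cutoff, the mean of tested wells on that plate plus 3 SD, cut at about 29% in these data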;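 further: 0% = Melanotan II alone and 100% = Melanotan II plus saturating MCL0020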
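Assay system: human MC4R-expressing U2OS cells; reagent: Melanotan II stimulation of cells; dosing: 6.5 µM single dose; timing: compound 30 min, challenge 1 h, detection 1 h; signal: TR-FRET cAMP assay; replicates: one well per compound, no replicates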
H9c2 protect – myocardial damage modulation in H9c2 cells; protection from H2O2 cell death, % at 20 µM; 360,000 compounds, 0.63% hits; H9c2 cardiomyocytes, H2O2 injury protection, ATPLite, 2 h;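 active means compounds giving at least 50% protection of heart cells from peroxide-induced death in the single-dose screen, raw or plate-pattern-corrected value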;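 further: 0% = DMSO wells with peroxide and 100% = DMSO wells without peroxide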
TLR9-MyD88 block – TLR9-MyD88 interaction inhibition. Q9NR96+Q99836. CHO BLA complementation TLR9-MyD88, CCF4 FRET ratio. inhibition, % at 4.98 µM. 340,000 compounds, 0.21% hits;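 active means inhibition above the mean over all tested compounds plus 3 SD, cut at about 21% in these data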;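 further: 0% = DMSO only wells and 100% = clavulanate BLA inhibitor control wells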
SRC2 inh – human SRC2 (NCOA2) inhibition; Q15596; AID 651957; inhibition, % at 9 µM; HEK293 GAL4-SRC2 luciferase reporter, luminescence; 370,000 compounds, 0.17% hits;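 active means inhibition above the mean inhibition of all tested compounds plus 3 SD, set per campaign, cut at about 52% in these data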;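 further: 0% = DMSO treated cells and 100% = cells given Gossypol at 36 µM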
Target sequence (Q15596 whole entry, looked up, the tested form may be a part): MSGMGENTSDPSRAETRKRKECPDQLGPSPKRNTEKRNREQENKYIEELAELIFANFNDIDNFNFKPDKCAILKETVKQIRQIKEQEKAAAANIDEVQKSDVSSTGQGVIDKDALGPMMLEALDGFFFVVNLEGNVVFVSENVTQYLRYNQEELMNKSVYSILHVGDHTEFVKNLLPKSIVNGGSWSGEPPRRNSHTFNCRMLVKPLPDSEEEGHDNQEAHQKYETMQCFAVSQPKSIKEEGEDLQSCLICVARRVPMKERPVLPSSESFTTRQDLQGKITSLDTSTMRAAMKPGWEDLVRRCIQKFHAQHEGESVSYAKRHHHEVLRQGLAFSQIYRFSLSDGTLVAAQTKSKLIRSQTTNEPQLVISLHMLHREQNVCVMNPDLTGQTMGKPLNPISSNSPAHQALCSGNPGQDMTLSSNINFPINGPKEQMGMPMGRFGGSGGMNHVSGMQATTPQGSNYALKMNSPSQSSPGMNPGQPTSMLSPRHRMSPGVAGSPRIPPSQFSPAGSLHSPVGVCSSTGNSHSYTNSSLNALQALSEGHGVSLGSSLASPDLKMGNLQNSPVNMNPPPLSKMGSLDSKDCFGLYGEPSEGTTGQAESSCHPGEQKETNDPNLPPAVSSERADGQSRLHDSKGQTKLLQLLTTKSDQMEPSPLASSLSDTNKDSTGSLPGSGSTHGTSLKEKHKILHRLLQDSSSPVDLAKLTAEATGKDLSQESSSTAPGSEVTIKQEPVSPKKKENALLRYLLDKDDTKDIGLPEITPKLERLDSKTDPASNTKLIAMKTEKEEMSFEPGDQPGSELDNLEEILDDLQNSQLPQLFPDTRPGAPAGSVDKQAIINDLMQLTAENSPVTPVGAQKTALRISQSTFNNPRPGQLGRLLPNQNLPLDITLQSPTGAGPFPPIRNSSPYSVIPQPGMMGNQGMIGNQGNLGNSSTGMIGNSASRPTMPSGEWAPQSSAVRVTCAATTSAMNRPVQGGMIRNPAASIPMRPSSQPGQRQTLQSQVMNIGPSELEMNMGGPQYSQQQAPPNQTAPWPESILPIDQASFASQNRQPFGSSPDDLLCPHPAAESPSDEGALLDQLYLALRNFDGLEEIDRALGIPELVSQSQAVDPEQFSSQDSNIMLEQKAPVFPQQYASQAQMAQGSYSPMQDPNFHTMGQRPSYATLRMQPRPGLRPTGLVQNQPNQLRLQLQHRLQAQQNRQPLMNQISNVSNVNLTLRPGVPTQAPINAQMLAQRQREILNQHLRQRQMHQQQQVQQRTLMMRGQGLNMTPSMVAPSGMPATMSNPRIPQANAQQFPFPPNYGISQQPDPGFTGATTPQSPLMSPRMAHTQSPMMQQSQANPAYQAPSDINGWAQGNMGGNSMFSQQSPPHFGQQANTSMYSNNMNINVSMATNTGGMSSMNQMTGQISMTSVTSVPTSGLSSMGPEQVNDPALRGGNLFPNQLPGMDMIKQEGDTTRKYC
MC4R barr agon – activates human MC4R beta-arrestin recruitment; P32245; U2OS MC4R beta-arrestin complementation, luminescence; percent of melanotan II response, DMSO zero; activation, % at 8.9 µM; 360,000 compounds, 0.98% hits; AID 540308;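 active means activation above a per-plate cutoff, the mean activation of sample wells on that plate plus 3 SD, cut at about 8% in these data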
NOD2-RIPK2 inh – inhibitors of human NOD2-RIPK2 interaction; O43353; CHO BLA complementation NOD2-RIPK2, CCF4 ratio; inhibition, % at 4.98 µM; 360,000 compounds, 0.38% hits; AID 624267; in the data active means inhibition above about 21%;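 further: 0% = vehicle only and 100% = reference blocker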
ABHD5 PLIN5 PPI – ABHD5-PLIN5 protein interaction inhibition; AID 602281; inhibition, % at 4 µM; Q00G26+Q8WTS1; 360,000 compounds, 0.78% hits; Split G. princeps luciferase complementation, luminescence, 4 h;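 active means inhibition above the mean inhibition across every tested compound plus 3 SD, cut at about 22% in these data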;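 further: 0% = DMSO only wells and the 100% control is not disclosed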
m5-HT2A agonist – agonists of mouse serotonin 5-HT2A receptor (HTR2A). 360,000 compounds, 0.66% hits. activation, % at 7.6 µM. P35363. CHO-K1 mHTR2A beta-arrestin complementation, luminescence; percent of 30 µM serotonin response;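 active means activation above a run cutoff, the mean activation of all tested compounds plus 3 SD, cut at about 14% in these data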;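 further: 0% = plate median of compound wells and 100% = 30 µM serotonin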
Glyco luc inh – blocks N-linked glycosylation in D54 reporter cells; reporter increase, % at 12.5 µM; D54 ERlucT glycosylation luciferase reporter, 24 h; percent of 100 nM tunicamycin response; 360,000 compounds, 0.23% hits;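 active means mean luciferase reporter signal, scaled so untreated is 0 and the glycosylation-blocking control 100, at or above a set limit in every replicate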;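 further: luciferase carries N-glycosylation sites so blocking glycosylation raises the light; 0% = median of neutral control wells and 100% = median of 100 nM tunicamycin wells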
* marks the source's active call; other numbers are inactive results; x = not tested or not shown. The list is partial (hit frequency here may not be typical).

mol,TLR9-MyD88 block,ABHD5 PLIN5 PPI,H9c2 protect,SRC2 inh,MC4R barr agon,MC4R antagonist,Glyco luc inh,ABCB6 inh MLPCN,NOD2-RIPK2 inh,m5-HT2A agonist
COc1ccc(S(=O)(=O)N/N=C(/C)c2ccncc2)c(OC)c1,-5.2,6.8,-7.3,18.6,1.8,2.6,-0.8,103.0,-2.0,3.8
CN(C(=O)c1ccco1)c1nnc(C23CC4CC(CC(C4)C2)C3)s1,3.9,-8.6,-11.2,-39.1,2.3,8.5,3.0,98.0,3.9,11.2
CCc1c(C)sc(NC(=O)OC)c1C(N)=O,8.0,6.7,0.6,-9.9,1.7,-10.2,0.3,93.0,2.7,5.5
COc1cccc(/C=C/C(=O)OCC(=O)c2ccc(Br)cc2)c1,-6.8,7.2,-1.9,-32.5,-1.1,5.3,0.1,99.0,-7.0,0.4
CCC(=O)NC(=S)Nc1ccccc1C(F)(F)F,-3.6,-2.5,-6.6,-15.9,1.2,11.1,2.3,96.0,4.1,-2.4
O=C(Nc1ccc(-n2cccn2)cc1)C1CCCCN1Cc1cccc2cccnc12 (configuration not stated),-13.7,4.3,0.1,10.6,-3.4,-41.9,-3.5,109.0,8.5,-10.3
CCSc1cc(N2CCOCC2)nc(-c2ccc(Cl)cc2)n1,0.5,1.9,-7.9,9.2,0.0,4.7,-1.2,98.0,5.1,-2.1
Cn1c(=O)c2c(SCc3cccnc3)nc(CC(C)(C)C)nc2n(C)c1=O,-5.3,-6.9,1.3,-32.4,4.5,10.6,1.2,102.0,8.9,-3.9
CCCn1c(SCC(=O)Nc2cccc(C(=O)OCC)c2)nnc1-c1ccoc1C,-8.1,2.5,2.2,-15.7,0.9,1.2,-2.0,110.0,-8.8,-1.2
COc1cccc2c(=O)c3ccccc3oc12,10.7,-1.3,0.6,-26.5,0.7,9.2,3.0,99.0,-1.2,5.4
CCCNC(=O)CSC1=N/C(=C/c2ccc(F)cc2)C(=O)N1CC,-3.1,3.4,8.5,-1.2,1.9,1.1,0.3,101.0,-1.2,0.1
Cc1ccc(S(=O)(=O)N2CCN(C(=O)CNC(=O)c3sc4ccccc4c3Cl)CC2)cc1,-3.7,-8.1,-8.3,-7.3,-0.2,1.1,2.5,96.0,-5.8,12.4
CC(=O)/C(N)=N/Nc1cccc(Cl)c1,0.1,0.0,-2.4,-2.0,0.6,16.3,2.5,129.0,-8.2,-3.5
CC(C)(C)c1cc[n+](C2=C([O-])c3ccccc3C(=O)/C2=N\S(=O)(=O)c2cccs2)cc1,x,-1.9,-16.3,8.4,-1.9,-12.9,-19.7,99.0,-24.0,-1.7
CSc1nc(C)cc(SCC(=O)Nc2ccc(Cl)cc2Cl)n1,1.5,0.0,-11.2,17.5,-1.1,7.5,-0.3,99.0,-12.1,-0.8
COC(=O)C1(C(=O)OC)NOC2C(=O)N(c3ccc(Cl)cc3Cl)C(=O)C21 (configuration not stated),2.2,5.1,-0.8,-0.7,-1.8,1.5,2.5,101.0,-6.4,-1.3
CCOC(=O)c1c(C)nc2sc3c(=O)n(-c4ccc(C(C)=O)cc4)cnc3c2c1-c1ccc(Cl)cc1,2.0,-5.1,5.3,3.9,-3.2,-0.5,4.8,97.0,3.0,-4.5
O=C(NC1CCCCC1)N1CCN(C(c2ccccc2)c2ccccc2)CC1,3.9,3.5,7.8,-0.3,1.6,-2.1,-3.0,102.0,-2.2,0.1
CC(=O)Nc1cncc(-c2cccc(C(=O)N3CCOCC3)c2)n1,x,2.9,2.5,-14.9,-0.6,3.6,-0.8,94.0,-7.9,-1.1
COc1ccc(CN(C(=O)CSc2nnc(-c3ccc(OC)c(OC)c3)o2)c2ccc(F)cc2)cc1,0.9,1.2,-6.8,-5.2,0.7,13.6,-1.1,89.0,1.5,-0.1
Cc1ccccc1C(=O)NC1CCSC1=O (configuration not stated),-16.4,-1.1,6.2,2.1,3.7,12.4,-0.7,98.0,-3.4,0.0
COC(=O)C1CCN(C(=O)CCC2CCCCC2)CC1,4.4,-4.1,10.4,-13.1,-7.6,2.2,2.8,91.0,8.3,2.0
Cc1nn2c3ccccc3nc2c2ccccc12,4.2,-1.2,-5.5,-32.5,-1.9,-13.1,7.6,91.0,-6.9,-0.5
COc1ccc(NC(=O)CCCSc2nc(-c3ccco3)cc(C(F)(F)F)n2)cc1OC,2.7,3.1,4.4,18.9,5.8,-1.7,-3.8,96.0,-2.1,11.0
CC(O)CN=c1cc(-c2ccccc2)oc2ccc(Cl)cc12 (configuration not stated),-5.8,-2.1,-0.8,-79.3,-2.5,-4.0,29.0*,90.0,-0.6,-3.7
Cc1ccc(C(=O)Nc2ccccc2N2CCCC2)cc1,-5.0,1.9,-6.0,10.2,-1.4,3.1,0.7,96.0,-16.4,-6.3
COc1ccc(Nc2nc(-c3ccc(OC)cc3)cs2)cc1,-1.0,-5.4,-3.6,-47.8,-4.0,-5.0,2.3,96.0,4.5,-2.7
COc1ccc(NC(=O)CCNS(=O)(=O)c2ccccc2F)cc1S(=O)(=O)N1CCOCC1,-1.1,5.3,10.2,-13.4,-1.3,9.8,3.0,99.0,-4.3,4.5
CCc1ccc(CNC(=O)CCc2nc(-c3cccs3)no2)cc1,-6.4,6.2,-16.6,14.6,-2.4,8.2,0.1,99.0,-10.3,-1.8
Nc1ccc(Oc2ccc([N+](=O)[O-])cc2[N+](=O)[O-])cc1,-10.1,14.7,-4.9,-15.3,-1.8,-13.8,2.9,95.0,-1.0,-2.5
Cc1cccc(NC(=O)c2ccc(S(=O)(=O)N3CCCCC3)cc2)n1,-2.3,-9.4,-0.8,19.6,-1.1,2.5,-2.6,99.0,-10.8,-4.5
C=CC(=O)NC(NC(=O)C=C)c1ccc(Br)cc1,10.3,2.4,-0.2,19.5,1.3,3.1,8.9,101.0,-5.4,1.2
S=c1nc[nH]c2c1sc1nc(N3CCOCC3)c3c(c12)CCCC3,3.2,-0.7,-1.8,-2.1,-0.9,-11.9,4.0,102.0,3.2,-3.5
COc1ccc(S(=O)(=O)N2CCCC(C(=O)NCCC3=CCCCC3)C2)cc1 (configuration not stated),-10.4,8.2,-4.1,-27.6,-3.3,6.3,-2.6,88.0,8.9,0.2
c1nc(NCCN2CCOCC2)c2c3c(sc2n1)CCCCC3,1.9,-7.3,1.1,-3.9,-0.6,-1.0,2.2,98.0,5.1,-4.0
Cc1cc([N+](=O)[O-])ccc1NC(=S)NC1CCCC1,-11.5,-2.9,-4.1,-18.6,-1.0,15.7,-2.2,106.0,3.2,-5.6
O=C(N/N=C/c1ccc([N+](=O)[O-])o1)C1CC1,-4.2,-3.2,-2.2,-1.5,0.2,6.8,8.5,98.0,-4.0,3.3
Cc1ccc(Nc2nnc(SC(C)C(=O)NC3CC3)s2)cc1 (configuration not stated),-0.9,-8.4,1.6,-7.8,1.1,-0.7,-1.2,90.0,-12.0,-2.8
Cc1cc(NC(=O)CSc2nnc(CNC(=O)c3cccc(C(F)(F)F)c3)o2)no1,2.3,-8.5,-2.1,0.5,-0.3,4.3,0.8,99.0,-3.0,-5.4
COc1ccc(C(=O)NNC(=O)c2cccc(S(=O)(=O)N3CCOCC3)c2)cc1,-0.4,-13.6,1.4,-8.6,0.6,5.6,-9.1,101.0,-1.7,-0.8
COc1ccc(C(=O)Oc2coc(CSc3nnc(NC(=O)c4cccs4)s3)cc2=O)cc1,-8.9,4.8,-0.3,-3.1,-0.1,-3.2,-5.7,99.0,-2.3,2.9
Cn1c(=O)[nH]c(=O)c2c1nc(Br)n2C/C=N/Nc1ccccc1,7.1,-2.1,18.6,-14.8,-2.1,7.4,7.3,100.0,-1.1,2.5
CC(Cc1c[nH]c2ccccc12)C(=O)O (configuration not stated),-5.2,1.4,2.6,24.1,-0.9,27.7,0.6,96.0,-8.2,0.3
S=c1[nH]nc(-c2ccc3ccccc3n2)n1-c1ccc2c(c1)OCCO2,-8.2,-0.6,-1.2,-24.1,-1.9,0.0,1.2,99.0,-1.9,10.4
CCOC(=O)Cc1sc(N)nc1C,4.6,4.8,-0.3,13.2,-1.8,-1.0,2.1,95.0,-2.4,1.0
CCCCN=C1NN=C(c2cc3ccccc3o2)CS1,9.0,-19.1,2.3,-31.6,-2.1,-2.5,1.6,94.0,14.0,-3.6
COc1ccc(C(c2c(NC(C)=O)sc3c2CCCC3)N2CCN(CCO)CC2)cc1OC (configuration not stated),-2.0,7.9,7.5,-21.9,0.1,1.8,0.3,98.0,-7.4,1.9
O=C(c1ccc(Cl)cc1)N1CCN(C(=O)C2CCCCC2)CC1,-0.5,-2.5,-0.5,-8.1,-2.5,1.9,-3.7,95.0,-1.7,2.6
O=C(Nc1ccccc1)c1cc(-c2ccccc2Cl)no1,0.1,-10.6,-13.9,-82.8,1.4,1.3,-4.2,98.0,4.4,-1.4
O=C(c1cc(-c2ccc(F)cc2)on1)N1CCOCC1,-0.1,1.4,-3.7,-20.6,0.6,1.4,-10.7,100.0,-8.6,-5.0
